OPRM1-OPRD1 inv: inverse agonists of MOR-DOR heterodimerization, primary screen, cell-based, luminescence; Mu-type opioid receptor (Homo sapiens) + Delta-type opioid receptor (Homo sapiens), …; cell-based MOR-DOR heterodimer luminescence, inverse agonism; inhibition, % at 9.3 µM; hit rate 0.21% among 340,000; in the data active = inhibition above about 22%, passing the limit was not always enough;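 note: 0% = cells with DMSO and 100% = wells without cells with DMSO; values of inactives mirror those of a sister screen read the other way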
V-ATPase pHluor: regulators of yeast V-ATPase proton pumping, primary screen, pHLuorin cytosolic pH fluorescence. AID 504577, 2011. S. cerevisiae. response, % at 10 µM. hit rate 0.37% among 350,000; in the data active = response mostly above about 7.3%, no sharp cut-off; inactive = mostly below about 5.4%; note: actives read high; inactives centre near 0; some compounds called inactive have numbers as strong as hits; reference of the scale not given here
LANA DNA inh: inhibitors of KSHV C-LANA binding to DNA, primary screen, biochemical, fluorescence polarization, FAM-LBS DNA, MBP-C-LANA, single point. AID 504423, 2011. inhibition, % at 9 µM. hit rate 0.078% among 340,000;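 active = highest replicate inhibition at or above 60% at 9 µM, even if other replicates fall short; inactive = all replicates below 60% inhibition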;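 note: 0% = neutral control wells and 100% = 4 µM acridine orange control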
Arr AP2 block: inhibitors of beta-arrestin/AP2 binding, primary screen, biochemical, GPCR trafficking, flow cytometry; FITC-arrestin peptide / GST-AP2 beads; AP2 beta2 appendage carries R879A mutation; inhibition, % at 10 µM; hit rate 0.31% among 340,000; AID 504490, 2011;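 active = inhibition above a set limit, near 3 SD of compounds lacking own fluorescence, cut at about 54% in these data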;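 note: plate controls were DMSO wells for no effect and 5 µM unlabelled arrestin peptide for full effect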
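System: GST-AP2 R879A glutathione beads. Medium: PBS with 0.05% Tween 20 and 0.1% BSA. Also added: FITC-arrestin peptide, 50 nM. Incubation: 12 min plus 1 h, RT. Measured by: high-throughput flow cytometry of beads, ex 488, em 535 nm. Evaluation: percent drop in bead-associated FITC signal.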
DSG3 Ab inh: inhibitors of pemphigus antibody binding to DSG3, primary screen, biochemical, bead-based, flow cytometry, scFv-GFP; hit rate 0.48% among 310,000; DSG3-coupled beads, scFv-anti-DSG3-GFP binding; active compounds read low; binding (percent of control), % at 10 µM;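 active = binding more than 3 SD below its plate's average and above zero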;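 note: hits lower antibody fragment binding to DSG3; some compounds called inactive have numbers as strong as hits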
Target sequence (P32926 whole entry, looked up, the tested form may be a part): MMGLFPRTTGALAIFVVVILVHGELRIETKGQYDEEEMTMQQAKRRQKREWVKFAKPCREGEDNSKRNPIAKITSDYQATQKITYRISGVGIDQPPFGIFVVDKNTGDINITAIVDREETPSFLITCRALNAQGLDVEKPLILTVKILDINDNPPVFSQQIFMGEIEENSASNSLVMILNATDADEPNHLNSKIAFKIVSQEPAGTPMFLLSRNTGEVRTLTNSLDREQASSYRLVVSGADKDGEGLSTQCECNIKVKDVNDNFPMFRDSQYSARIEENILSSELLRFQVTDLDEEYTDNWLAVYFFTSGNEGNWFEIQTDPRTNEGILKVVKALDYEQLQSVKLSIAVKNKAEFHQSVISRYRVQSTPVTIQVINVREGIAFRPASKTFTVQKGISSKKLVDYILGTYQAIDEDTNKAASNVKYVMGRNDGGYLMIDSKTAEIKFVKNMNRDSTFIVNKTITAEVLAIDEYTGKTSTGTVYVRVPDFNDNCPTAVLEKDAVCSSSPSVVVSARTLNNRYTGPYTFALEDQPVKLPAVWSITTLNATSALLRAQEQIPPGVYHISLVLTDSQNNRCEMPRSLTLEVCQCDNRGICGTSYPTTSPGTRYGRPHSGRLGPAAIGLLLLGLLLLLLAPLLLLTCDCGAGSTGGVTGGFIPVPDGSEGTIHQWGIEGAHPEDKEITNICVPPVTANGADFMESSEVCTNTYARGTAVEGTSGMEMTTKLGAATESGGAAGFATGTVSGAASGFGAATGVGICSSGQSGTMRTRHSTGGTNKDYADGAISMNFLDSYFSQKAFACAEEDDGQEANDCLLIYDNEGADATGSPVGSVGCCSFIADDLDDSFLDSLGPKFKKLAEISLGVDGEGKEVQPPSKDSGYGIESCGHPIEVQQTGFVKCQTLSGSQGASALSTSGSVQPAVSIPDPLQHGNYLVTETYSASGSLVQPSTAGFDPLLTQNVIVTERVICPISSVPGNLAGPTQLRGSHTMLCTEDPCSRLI
Wnt bcat act: Wnt/beta-catenin pathway activators, primary screen, cell-based, plate reader, single point. hit rate 1.2% among 300,000. AID 743398, 2014. Wnt/beta-catenin reporter cell assay, activator. activation, % at 9.35 µM; in the data active = activation above about 30%, passing the limit was not always enough;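 note: 0% = neutral control wells and 100% = positive control wells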
Keap1 Nrf2 FP: Keap1-Nrf2 protein-protein interaction inhibitors, primary screen, biochemical, fluorescence polarization, single point. Kelch-like ECH-associated protein 1 (Homo sapiens), Q14145. Keap1 Kelch-Nrf2 peptide fluorescence polarization, 1536-well. inhibition, % at 9.4 µM. hit rate 0.15% among 340,000. AID 504523, 2011; in the data active = inhibition above about 12%;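 note: human Keap1 Kelch domain with fluorescein labeled Nrf2 9mer peptide probe; 0% = neutral control wells and 100% = peptide positive control; higher means more block of Keap1 binding to Nrf2 peptide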
cardiac RTF act: cardiac RTF calcium sensitivity activators, primary screen, biochemical, IANBD-TnC fluorescence, EC20 calcium; AID 493008, 2010; activation, % at 7.2 µM; Troponin I, cardiac muscle (Homo sapiens) + Troponin T, cardiac muscle (Homo sapiens) + …; IANBD-labeled TnC RTF fluorescence at EC20 calcium; 0% EC20 calcium, 100% full calcium; hit rate 0.24% among 340,000;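 active = activation above the mean over all tested compounds plus 3 SD, cut at about 30% in these data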;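 note: rise in fluorescence read as greater calcium sensitivity of cardiac thin filaments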
MOR-DOR ag: agonists of OPRM1-OPRD1 heterodimerization, primary screen, cell-based, luminescence; cells; activation, % at 9.3 µM; hit rate 0.3% among 340,000; AID 504326, 2011; in the data active = activation above about 18%;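 note: 0% = vehicle-treated cells and 100% = reference agonist; values of inactives mirror those of a sister screen read the other way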
Cardiac RTF inh: cardiac RTF calcium sensitivity inhibitors, primary screen, biochemical, IANBD-TnC fluorescence, EC70 calcium; Troponin I, cardiac muscle (Homo sapiens) + Troponin T, cardiac muscle (Homo sapiens) + …; IANBD-labeled cardiac RTF, Ca2+ fluorescence; inhibition, % at 7.15 µM; hit rate 0.12% among 340,000;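 active = inhibition above the mean inhibition of all tested compounds plus 3 SD, cut at about 17% in these data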;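 note: assay run at fixed EC70 calcium of 1.6 mM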
An asterisk follows results filed as active; . = no result given; & = joins results of further samples.

SMILES,OPRM1-OPRD1 inv,V-ATPase pHluor,LANA DNA inh,Arr AP2 block,DSG3 Ab inh,Wnt bcat act,Keap1 Nrf2 FP,cardiac RTF act,MOR-DOR ag,Cardiac RTF inh
CC(C)C[C@H](NC(=O)OC(C)(C)C)C(=O)N[C@@H](CO)[C@H](O)[C@@H]1C[C@@H]1C(=O)N(C)C,9,-1,0.8,3,97,.,-2,5,-1.5,-1
O=C(NCC(c1ccc(F)cc1)N1CCOCC1)c1cc(F)c(F)c(F)c1F (centres undefined),-14,4,-1.6,0,97,-3,-2,-2,2.0,-14
CCCC(CCC)C(=O)NC1CCN(Cc2ccccc2)CC1,-9,1,-0.6,-8,103,-1,3,1,1.9,9
CC(C)N1C(=O)C2ON(c3ccccc3)C(c3cccs3)C2C1=O (centres undefined),-4,8,0.2,4,101,.,2,-8,0.8,-7
CC(C)c1ccc(NC(=O)C(c2ccccc2)N2CCN(C(=O)c3ccco3)CC2)cc1 (centres undefined),8,1,-0.3,-6,.,23,-2,-2,-1.3,-5
CC(=O)Cc1nsc(NC(=O)c2ccc(-c3ccc(F)cc3)o2)n1,7,-1,1.9,2,99,0,2,-7,-1.3,-2
COc1ccc(-n2c(/C=C(\C)O)nc(=O)c3c(C)cc(C)nc32)cc1,-1,-1,-1.4,14,107,.,-4,9,0.3,-8
CCN(CC)CCNC(C(=O)Nc1cc(C(F)(F)F)ccc1Cl)c1ccccc1 (centres undefined),6,5,1.2,-4,125,-1,-5,8,-1.1,-8
C/C(N)=C(/C#N)C(=O)COC(=O)c1ccccc1Oc1ccccc1,8,-2,1.9,11,80,0,-7,-1,-1.7,-1
Cc1cnc(C(=O)Nc2ccc(F)cc2)cn1,13,-1,0.2,2,101,.,0,-3,-2.6,-2
CC1CCCCC1NC(=O)CCCn1c(=S)[nH]c2ccccc2c1=O (centres undefined),14,10,0.0,18,116,-1,-5,-3,-2.9,-1
CSc1nc(C)cc(OCC(=O)N/N=C/c2ccccc2O)n1,3,3,0.6,-29,103,.,-6,4,-0.5,-3
COc1cccc(-c2nnc(-c3ccc4ccccc4c3)o2)c1,4,2,-0.1,5,108,51*,-4,7,-0.7,-4
CC1(C)CC(=O)C/C(=N\NC(=O)C2C3CCCCC32)C1 (centres undefined),16,-3,0.4,6,96,2,2,-4,-3.0,10
O=C(CSc1nnc(Nc2ccccc2F)s1)NC(=O)CN1CCCC1=O,15,2,3.8,-3,97,-4,1,-5,-3.8,-6
COC(=O)C(C(=O)NCC1CCCO1)C1CCCC1 (centres undefined),4,-7,-0.3,5,82,.,4,0,-0.6,-15
Cc1ccc(F)cc1NC(=O)CCC(=O)c1cccs1,0,-2,2.2,2,104,-3,1,8,0.0,-10
CN(CC(=O)Nc1cccc(F)c1)C(=O)COc1cccc2c1OC(C)(C)C2,18,2,0.1,8,.,-1,1,-2,-3.3,1
CCN1CCN(C(=O)/C=C/c2ccc(OC)cc2)CC1,5,-1,-0.7,13,106,2,-1,5,-1.0,0
CC(C)(C)NC(=O)N1CCN(c2ncccc2C(F)(F)F)CC1,-7,-1,-1.4,1,108,-1,-4,4,1.3,-4
CCC(C)(C)NC(=O)C(c1cccc(OC)c1)N(C(=O)c1ccn[nH]1)c1cccc(OC)c1 (centres undefined),10,-1,3.2,-5,98,.,2,-7,-1.6,-8
CCOC(=O)C(NS(=O)(=O)c1ccccc1)(C(F)(F)F)P(=O)(OC(C)C)OC(C)C (centres undefined),20,-2,-0.1,16,96,.,4,-3,-4.0,13
Cc1cc(C(=O)OCC(=O)Nc2cccc(S(N)(=O)=O)c2)c(C)o1,7,-1,3.6,-6,104,0,4,-1,-1.7,-14
COc1ccccc1/C=C/C=N/n1c(-c2cc(C)[nH]n2)n[nH]c1=S,-2,0,1.8,1,105,1,-2,-4,0.4,-1
Cc1cc(NS(=O)(=O)c2ccc(NC(=O)COc3c(C)cc(Br)cc3C)cc2)no1,-9,-2,1.3,-10,.,-2,-7,7,1.4,-1
NS(=O)(=O)c1ccc(CCNC(=O)Cc2ccccc2[N+](=O)[O-])cc1,7,-2,0.5,-3,95,-9,-2,1,-1.2,-9
COc1cc2c(C#N)c(N3CCCC3)nc(N)c2c(N)n1,0&-9,0&9,-1.2&-1.8,13&5,106&99,1&2,-4&2,-1&2,0.1&1.7,-19&-10
CCOc1ccccc1NC(=O)COC(=O)Cc1ccsc1,3,1,-0.2,-1,91,-3,0,-2,-0.8,-3
O=[N+]([O-])c1ccc(N2CCN(c3nc(-c4ccc(Cl)cc4)cs3)CC2)cc1,1,8,1.1,22,94,-8,3,-1,-0.1,3
COc1ccc(OC)c2sc(NC(=O)C3COc4ccccc4O3)nc12 (centres undefined),-14,-3,0.3,2,106,1,-1,1,2.3,-4
O=C1N=C(N2CCOCC2)S/C1=C/c1ccc(-c2ccc(F)cc2)o1,-2,2,-1.3,4,94,-1,-1,6,0.3,-14
CC1CCc2sc3ncnc(N4CCN(C)CC4)c3c2C1 (centres undefined),9,0,-1.5,-12,103,1,-3,3,-1.8,-1
CC(=O)c1ccc(N2CCN(C(=O)CCS(=O)(=O)c3ccc4c(c3)NC(=O)CS4)CC2)cc1,14,-3,0.9,7,105,-1,-1,1,-2.8,2
Cc1cc(N2CCOCC2)nc(SCC(=O)c2ccccc2)n1,-4,1,-1.4,13,102,6,2,2,0.6,-28
CC(C)CC(c1nnnn1Cc1ccco1)N1CCN(c2cccc(Cl)c2)CC1 (centres undefined),-6,0,-0.9,-3,97,.,1,-6,1.2,2
COc1ccccc1C1=NOC(COC(=O)c2ccc3ccccc3n2)C1 (centres undefined),-8,1,-0.1,-6,82,.,-4,-2,1.4,-6
CCCCN(CCCNC(=O)c1ccc(CS(=O)(=O)c2ccc(OC)cc2)o1)Cc1ccccc1,6,0,0.5,1,100,0,-2,1,-1.2,-1
Cc1noc(C)c1CSCc1ccc(Cl)cc1,.,-3,1.2,2,109,-1,-4,.,.,.
Cc1cc(C)c2oc(=O)cc(CN3CCOCC3)c2c1,-4,5,-5.1,21,102,.,0,-17,0.6,-6
C=CCN1C(=O)C(O)(CC(=O)c2ccc(N)cc2)c2ccccc21 (centres undefined),5,-1,-1.9,14,98,.,-3,3,-0.8,0
[N-]=[N+]=NC(c1ccccc1)c1nc2ccccc2[nH]c1=O (centres undefined),-7,-1,-1.1,9,104,0,-4,0,1.5,2
Cc1noc(C)c1COC(=O)CCOc1ccccc1,7,-5,-0.2,-1,98,0,-4,5,-1.3,0
CC1(C)CC(=O)C2=C(C1)OC(N)=C(C#N)C21CCN(Cc2ccccc2)CC1,-2,4,10,2,276,1,1,32*,0.4,-24
Cc1ccc(NC(=O)CN(C)CC(=O)Nc2c(C)cccc2C)c(Br)c1,0,-2,-0.5,-3,101,-1,-4,4,0.0,-2
Cc1ccc(S(=O)(=O)N(CC(=O)N/N=C/c2cccc(C)c2)c2cccc3cccnc23)cc1,9,0,0.2,0,100,-1,-6,-3,-2.0,-3

Some of the entries so far, with two lines to a compound:
Screens in order: OPRM1-OPRD1 inv | V-ATPase pHluor | LANA DNA inh | Arr AP2 block | DSG3 Ab inh | Wnt bcat act | Keap1 Nrf2 FP | cardiac RTF act | MOR-DOR ag | Cardiac RTF inh
O=C1N=C(N2CCOCC2)S/C1=C/c1ccc(-c2ccc(F)cc2)o1
→ -2 | 2 | -1.3 | 4 | 94 | -1 | -1 | 6 | 0.3 | -14
CC1CCc2sc3ncnc(N4CCN(C)CC4)c3c2C1 (centres undefined)
→ 9 | 0 | -1.5 | -12 | 103 | 1 | -3 | 3 | -1.8 | -1
CC(=O)c1ccc(N2CCN(C(=O)CCS(=O)(=O)c3ccc4c(c3)NC(=O)CS4)CC2)cc1
→ 14 | -3 | 0.9 | 7 | 105 | -1 | -1 | 1 | -2.8 | 2
Cc1cc(N2CCOCC2)nc(SCC(=O)c2ccccc2)n1
→ -4 | 1 | -1.4 | 13 | 102 | 6 | 2 | 2 | 0.6 | -28
CC(C)CC(c1nnnn1Cc1ccco1)N1CCN(c2cccc(Cl)c2)CC1 (centres undefined)
→ -6 | 0 | -0.9 | -3 | 97 | . | 1 | -6 | 1.2 | 2
COc1ccccc1C1=NOC(COC(=O)c2ccc3ccccc3n2)C1 (centres undefined)
→ -8 | 1 | -0.1 | -6 | 82 | . | -4 | -2 | 1.4 | -6
CCCCN(CCCNC(=O)c1ccc(CS(=O)(=O)c2ccc(OC)cc2)o1)Cc1ccccc1
→ 6 | 0 | 0.5 | 1 | 100 | 0 | -2 | 1 | -1.2 | -1
Cc1noc(C)c1CSCc1ccc(Cl)cc1
→ . | -3 | 1.2 | 2 | 109 | -1 | -4 | . | . | .
Cc1cc(C)c2oc(=O)cc(CN3CCOCC3)c2c1
→ -4 | 5 | -5.1 | 21 | 102 | . | 0 | -17 | 0.6 | -6
C=CCN1C(=O)C(O)(CC(=O)c2ccc(N)cc2)c2ccccc21 (centres undefined)
→ 5 | -1 | -1.9 | 14 | 98 | . | -3 | 3 | -0.8 | 0
[N-]=[N+]=NC(c1ccccc1)c1nc2ccccc2[nH]c1=O (centres undefined)
→ -7 | -1 | -1.1 | 9 | 104 | 0 | -4 | 0 | 1.5 | 2
Cc1noc(C)c1COC(=O)CCOc1ccccc1
→ 7 | -5 | -0.2 | -1 | 98 | 0 | -4 | 5 | -1.3 | 0
CC1(C)CC(=O)C2=C(C1)OC(N)=C(C#N)C21CCN(Cc2ccccc2)CC1
→ -2 | 4 | 10 | 2 | 276 | 1 | 1 | 32* | 0.4 | -24
Cc1ccc(NC(=O)CN(C)CC(=O)Nc2c(C)cccc2C)c(Br)c1
→ 0 | -2 | -0.5 | -3 | 101 | -1 | -4 | 4 | 0.0 | -2
Cc1ccc(S(=O)(=O)N(CC(=O)N/N=C/c2cccc(C)c2)c2cccc3cccnc23)cc1
→ 9 | 0 | 0.2 | 0 | 100 | -1 | -6 | -3 | -2.0 | -3

Screening data from PubChem.
